Screening data deposited in PubChem BioAssay by several laboratories.
IDE cell inh – cellular human IDE inhibition. P14735. HEK cells, FAbetaB cleavage, fluorescence polarization. inhibition, % at 5.59 µM. 320,000 tested, 0.41% active. AID 434962;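 active means percent inhibition above the average of all tested compounds plus 3 SD, set per screening campaign, cut at about 16% in these data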;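 further: IDE supplied by intact live HEK cells; FP after avidin binding of uncleaved biotin substrate so inhibition keeps polarization high; 0% = DMSO wells and 100% = 60 µM reference IDE inhibitor Ii1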
Target sequence (P14735 whole entry, looked up): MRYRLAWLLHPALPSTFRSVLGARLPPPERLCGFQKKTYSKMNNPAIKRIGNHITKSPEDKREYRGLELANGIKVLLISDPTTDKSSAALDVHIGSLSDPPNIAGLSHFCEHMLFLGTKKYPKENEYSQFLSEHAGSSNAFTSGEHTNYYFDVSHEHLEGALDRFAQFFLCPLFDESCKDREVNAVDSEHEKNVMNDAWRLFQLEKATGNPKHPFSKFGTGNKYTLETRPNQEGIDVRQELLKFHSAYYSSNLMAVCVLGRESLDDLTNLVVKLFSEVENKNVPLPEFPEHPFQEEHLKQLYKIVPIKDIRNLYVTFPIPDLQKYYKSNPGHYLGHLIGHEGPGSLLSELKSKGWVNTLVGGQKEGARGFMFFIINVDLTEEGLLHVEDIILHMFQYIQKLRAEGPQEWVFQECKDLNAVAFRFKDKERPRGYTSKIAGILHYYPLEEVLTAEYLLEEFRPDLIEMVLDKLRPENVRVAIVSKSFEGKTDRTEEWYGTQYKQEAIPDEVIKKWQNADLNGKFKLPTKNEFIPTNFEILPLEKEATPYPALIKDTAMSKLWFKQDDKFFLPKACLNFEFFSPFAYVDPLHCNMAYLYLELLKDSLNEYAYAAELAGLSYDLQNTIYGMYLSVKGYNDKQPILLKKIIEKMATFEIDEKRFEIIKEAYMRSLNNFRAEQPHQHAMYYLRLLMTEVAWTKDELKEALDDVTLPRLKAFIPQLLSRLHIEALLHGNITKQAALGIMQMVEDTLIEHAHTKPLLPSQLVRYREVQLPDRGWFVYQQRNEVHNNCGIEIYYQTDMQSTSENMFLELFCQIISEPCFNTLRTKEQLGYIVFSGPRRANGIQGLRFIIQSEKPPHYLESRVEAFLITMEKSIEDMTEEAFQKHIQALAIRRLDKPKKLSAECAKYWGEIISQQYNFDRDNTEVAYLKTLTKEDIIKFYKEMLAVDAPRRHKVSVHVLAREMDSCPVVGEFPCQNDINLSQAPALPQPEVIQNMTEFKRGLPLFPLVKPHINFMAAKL
M18AAP inhibitor – PfM18AAP enzyme inhibition. recombinant PfM18AAP, H-Glu-NHMec fluorogenic cleavage. inhibition, % at 7.35 µM. 290,000 tested, 1.2% active. AID 1822;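 active means inhibition above the campaign mean inhibition over all tested compounds plus 3 SD, cut at about 28% in these data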;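 further: 0% = plate median of test compound wells and 100% = 2 mM ZnCl2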
MEKK2 mut-MEK5 – signal of MEK5 binding to mutant human MEKK2 PB1 domain; bead flow cytometry, Alexa488-MEK5 binding to MEKK2 mutant; percent response, % at 10 µM; 290,000 tested, 0.35% active; AID 1530; in the data active means percent response above about 24%, passing the limit was not always enough; further: inactives centre near 1; some results filed as inactive read as strong as hits; reference of the scale not given here
MEKK2 WT-MEK5 – raises or lowers MEK5 binding to wildtype human MEKK2 PB1 domain; Q9Y2U5; bead flow cytometry, Alexa488-MEK5 binding to MEKK2 WT; actives lie on both sides; binding response (% of control), % at 10 µM; 290,000 tested, 1.1% active; AID 1531; in the data active means binding response below about 67% or above about 130%
p-CIP stab down – p/CIP protein destabilization. Q05BA5. F442A p/CIP-EGFP cells, EGFP fluorescence, 16 h. decrease of EGFP signal, % at 10 µM. 290,000 tested, 0.01% active;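 active means EGFP signal decrease of at least 30% at 10 µM or well 3 SD below plate mean, unless failing retest; inactive means the rest, including hits failing retest or dose response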; further: some compounds called inactive have numbers as strong as hits; many of its hits are not listed in these tables
IDE cell activ – boosts human insulin-degrading enzyme activity in HEK cells; activation, % at 5.96 µM; FAbeta-B cleavage, fluorescence polarization; 0% vehicle, 100% cell-free pure enzyme wells; P14735; 340,000 tested, 0.073% active;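 active means activation above the mean of all tested compounds plus 3 SD, set per screening campaign, cut at about 17% in these data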
NALP1 yeast inh – NALP1 inhibition; 280,000 tested, 0.61% active; AID 2071; inhibition, % at 10 µM; S. cerevisiae NALP1/ASC/caspase-1 growth, X-gal OD620, 72 h; in the data active means inhibition mostly above about 24%, no sharp cut-off; inactive means mostly below about 32%; further: some compounds called inactive have numbers as strong as hits
MEKK3 PB1 HTS – modulators (inhibitors or enhancers) of MEK5 binding to human MEKK3 PB1 domain | AID 1529 | Q99759 | binding response (% of control), % at 10 µM | 290,000 tested, 1.4% active | bead-based flow cytometry, Alexa488-MEK5 binding to MEKK3; actives lie on both sides; 0 = blocked by unlabeled MEK5, 100 = vehicle;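 active means binding response more than 3 SD above or below the average of its plate-row segment, actives on both sides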;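 further: Alexa488 bead fluorescence after subtracting the streptavidin-only scavenger bead signal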
UBC9 SUMO inh – SUMOylation inhibition; P63279; HTRF SUMOylation assay, SAE1/SAE2 + UBC9, in vitro; inhibition, % at 35 µM; 290,000 tested, 0.36% active; in the data active means inhibition above about 50%, passing the limit was not always enough; further: strong numbers were not always called active
* = called active by the depositor; x = not tested or not shown. This is a subset. The share of hits here may be higher or lower than overall.

molecule | IDE cell inh | M18AAP inhibitor | MEKK2 mut-MEK5 | MEKK2 WT-MEK5 | p-CIP stab down | IDE cell activ | NALP1 yeast inh | MEKK3 PB1 HTS | UBC9 SUMO inh
CN(C)c1ccc(P(=O)(Nc2ccccc2)N2CCOCC2)c(NC(=O)c2cccs2)c1 (stereo unspecified) | 2 | 3 | -2 | 98 | -8 | 2 | 24 | 99 | -5
COc1ccc(CN(C)C(C)C(=O)Nc2ccc(S(=O)(=O)N3CCOCC3)cc2)c(OC)c1 (stereo unspecified) | -1 | -5 | -1 | 101 | -1 | 5 | 6 | 113 | 8
Cc1ccc(F)cc1NC(=O)c1sc2ncn(CC(=O)N3CCN(c4ccccn4)CC3)c(=O)c2c1C | 6 | 0 | 3 | 110 | 4 | 4 | -10 | 103 | 14
O=C(c1ccc(S(=O)(=O)N2CCCC2)cc1)N1CCCCCC1 | 6 | 3 | -6 | 97 | 6 | -1 | -61 | 97 | 0
CCOC(=O)C1(Cc2cccc(F)c2)CCN(Cc2cnc(C)s2)CC1 | 7 | -3 | 11 | 104 | -5 | 2 | 2 | 98 | 0
COc1ccccc1N(CCC#N)C(=O)CSc1nc(-c2ccccc2)cn1N | -3 | 3 | 1 | 105 | 6 | 9 | -16 | 109 | -12
CCCc1nc(SC)[nH]c(=O)c1C | 1 | 2 | 1 | 105 | -2 | 2 | -5 | 102 | 8
Cc1c(C(=O)/C=C/N(C)C)nnn1-c1ccc(Cl)cc1Cl | 1 | -4 | -2 | 97 | -20 | 3 | 9 | 102 | -1
CCCCC(=O)Nc1nc2ccc3nc(C)sc3c2s1 | 2 | 0 | 11 | 112 | 8 | 5 | 2 | 107 | 2
COc1ccc(/C=C(/NC(=O)c2ccco2)C(=O)Nc2ccc(C(=O)O)cc2)cc1 | 2 | 2 | 6 | 104 | -5 | 0 | 7 | 108 | 5
COc1ccccc1CCNC(=O)C(=O)NCC1OCCN1S(=O)(=O)c1ccc(C)cc1 (stereo unspecified) | -2 | 1 | -3 | 95 | -9 | 4 | -15 | 95 | 7
Cc1ccccc1CNC(=O)CCCC(=O)n1nc(C)c2ccccc21 | 2 | -1 | -2 | 104 | 4 | 2 | 22 | 103 | 3
COc1ccccc1/C=N/NC(=O)C(=O)NCc1cccnc1 | 1 | 11 | -8 | 102 | -28 | 1 | -1 | 104 | 4
COc1cc(OC)cc(-c2nc(N)n[nH]2)c1 | -7 | -2 | 13 | 108 | -14 | -1 | 25 | 110 | 31
COc1cc(NC(=O)CN2C(=O)COc3ccc(S(=O)(=O)N4CCCC4)cc32)cc(OC)c1 | 0 | -1 | 0 | 98 | 12 | 5 | 15 | 100 | -4
O=C(CSc1nnc(-c2ccc(OC(F)F)cc2)o1)NC(=O)NCc1ccco1 | -1 | 7 | 6 | 103 | -8 | 2 | -2 | 105 | 19
Cc1ccc(CNC(N)=S)cc1 | -2 | -13 | 2 | 113 | -4 | 4 | 17 | 112 | 6
Cc1ccc(-c2cc(C(=O)Nc3ccc(S(=O)(=O)Nc4onc(C)c4C)cc3)c3ccccc3n2)cc1 | 14 | 1 | 3 | 102 | -8 | -4 | -12 | 105 | 17
Cc1nc(-c2cccnc2)sc1C(=O)Nc1cccc(C(F)(F)F)c1 | 7 | -7 | 7 | 107 | -9 | -4 | 2 | 106 | 4
CSc1nccc(N2CCN(c3ccc(F)cc3)CC2)n1 | -4 | 1 | -3 | 96 | 2 | -1 | 8 | 99 | -1
O=c1[nH]c2ccc(NC(=S)Nc3ccc(F)cc3)cc2[nH]1 | 2 | 9 | -3 | 91 | 3 | -2 | -1 | 98 | 4
CC(=O)Oc1ccc2c(c1)c(C(C)=O)c(C)n2C | 1 | 2 | 2 | 95 | 3 | 0 | 22 | 98 | -13
CCOc1ncccc1C(=O)NCCc1ccc(OC)cc1 | 1 | 15 | -5 | 97 | 0 | -1 | 35 | 97 | -6
CC(=O)c1cccc(NC(=O)N2CCCCCC2)c1 | -6 | -15 | -10 | 90 | 4 | 5 | 12 | 94 | -8
O=C1Cc2ccccc2C(=O)N1c1cccc(Cl)c1 | 6 | 11 | 1 | 99 | -23 | 3 | 14 | 102 | 16
O=C(O)c1cccc(NC(=O)c2ccccc2NC(=O)c2cccc([N+](=O)[O-])c2)c1 | 1 | -20 | 0 | 106 | -10 | 0 | 17 | 102 | 2
COc1ccccc1C(=O)Nc1c2c(nn1-c1cccc(C)c1C)CS(=O)C2 (stereo unspecified) | 2 | -1 | x | x | -9 | 2 | -3 | x | 19
O=C(CSCc1cccs1)N1CCCC1 | 2 | -12 | 2 | 99 | -3 | 3 | 6 | 100 | -11
Cc1ccc2nc(SCC(=O)Nc3cc([N+](=O)[O-])ccc3F)[nH]c2c1 | 3 | 0 | 19 | 108 | -2 | -4 | 19 | 103 | 2
CCOC(=O)C(NC(=O)OC(C)C)(Nc1nccs1)C(F)(F)F (stereo unspecified) | 2 | 2 | -4 | 96 | 1 | 1 | -2 | 93 | 7
COc1ccc(N(C(=O)c2ccn[nH]2)C(C(=O)NC(C)(C)C)c2ccc(F)cc2)cc1 (stereo unspecified) | 3 | -10 | 3 | 105 | -1 | 8 | 16 | 111 | 2
Cc1cc(-c2ccc(Cl)cc2)n2nc(C)cc2n1 | -7 | -4 | 4 | 104 | -3 | 1 | -15 | 105 | 8
Cc1c(NC(=O)/C(C#N)=C/c2c(N3CCCCC3)nc3ccccn3c2=O)c(=O)n(-c2ccccc2)n1C | 2 | 6 | 0 | 103 | 8 | -4 | -6 | 103 | -16
Cc1cccc(C(=O)Nc2nnc(COc3ccccc3)s2)c1 | 1 | 5 | -5 | 92 | 5 | -1 | 7 | 104 | 3
COC(=S)N/C(=N\S(=O)(=O)c1ccc(Cl)cc1)c1ccccc1 | 1 | 8 | 2 | 102 | -12 | 2 | -7 | 100 | 0
C=CCc1cc(C)ccc1OCCOCCn1ccnc1 | 0 | 2 | -1 | 97 | -5 | 2 | 33 | 100 | 8
CCc1cc2c(=O)n(Cc3ccco3)c(SCC(=O)NCC3CCCO3)nc2s1 (stereo unspecified) | 5 | -9 | -6 | 99 | -4 | 3 | 17 | 102 | 1
C=CCO/N=C/C1=C(O)C(C(=O)OC)C(C)(C)CC1=O (stereo unspecified) | 3 | 4 | 5 | 89 | -1 | 7 | -14 | 103 | -5
O=C1C2C3C=CC(C3)C2C(=O)N1c1ccc(N2CCN(c3ccccn3)CC2)c([N+](=O)[O-])c1 (stereo unspecified) | 4 | 5 | -13 | 78 | -10 | 4 | -18 | 90 | -2
O=C(CNC(=O)c1ccco1)OC(C(=O)c1ccccc1)c1ccccc1 (stereo unspecified) | 7 | 5 | 17 | 102 | -21 | -4 | 11 | 102 | 10
CC(OC(=O)CN1C(=O)NC2(CCCC2)C1=O)C(=O)Nc1cccc(Cl)c1 (stereo unspecified) | -1 | -2 | 4 | 102 | -7 | 4 | 0 | 99 | 4
C=CCN(CC=C)C(=S)Nc1ccccc1 | 0 | 2 | 0 | 100 | -23 | 6 | 10 | 100 | -5
COc1ccc(C)cc1NC(=O)NCCC1=CCCCC1 | 9 | -1 | 5 | 102 | -2 | 6 | 18 | 104 | -23
CC1CCCCC1NC(=O)CCS(=O)(=O)c1ccc2c(c1)NC(=O)CO2 (stereo unspecified) | 5 | -1 | -3 | 100 | 5 | 0 | 28 | 101 | 8
COc1ccc(/C=N/NC(=O)c2ccc(Br)cc2)cc1Cn1cc(Cl)cn1 | 2 | -5 | -1 | 101 | -4 | 0 | 20 | 101 | 32
COc1ccc(N(CC(=O)Nc2cccc(C(F)(F)F)c2)S(C)(=O)=O)cc1 | -4 | 0 | 2 | 97 | 10 | 1 | -31 | 103 | -20
COc1ccc(-c2noc(CCC(=O)NCc3ccco3)n2)cc1 | 6 | 2 | -3 | 93 | 5 | 2 | 5 | 97 | 2
O=C1CCCN1CCCNC(=S)Nc1ccccc1Cl | -2 | 4 | -1 | 103 | 19 | 5 | -6 | 103 | 16
O=C(Nc1ccccc1)NC1CCN(Cc2nnnn2C2CCCCC2)CC1 | 7 | -9 | 0 | 101 | -15 | 5 | 2 | 102 | 20
CCn1c(CSc2nc3ccccc3n2C)nc2ccccc21 | 10 | 5 | -3 | 99 | -17 | 4 | -17 | 99 | -2
O=C(/C=C/c1cccc([N+](=O)[O-])c1)Nc1cccc(NC(=O)c2ccco2)c1 | -3 | 3 | -2 | 95 | 3 | 1 | 20 | 100 | -2
Cc1cc(=O)oc2c3c(cc(OCC(=O)NCCCn4ccnc4)c12)OC(C)(C)CC3 | 3 | 2 | 1 | 104 | -3 | -5 | 10 | 101 | 28
O=C(NNc1cc(Cl)ccc1Cl)c1cccnc1Cl | 5 | 8 | 0 | 112 | 0 | 6 | 21 | 126 | -1
CN(Cc1ccon1)C(=O)CC1C(=O)NCCN1CC(C)(C)C (stereo unspecified) | 6 | 6 | 0 | 101 | -3 | 0 | 0 | 99 | 6
COc1ccc(-c2c(NC(=O)c3ccco3)oc3c(C)cccc3c2=O)cc1OC | 8 | -1 | 2 | 101 | 8 | 1 | -7 | 100 | 1
C=C(C)Cn1c(CCCNC(=O)CC)nc2ccccc21 | 4 | 4 | -3 | 100 | 0 | 0 | -2 | 96 | 1
O=C(Nc1ccccc1)c1ccccc1N=Cc1ccccc1O | -6 | 3 | 0 | 97 | -2 | 3 | 27 | 96 | 5
O=S(=O)(Nc1nc2ccccc2nc1-[n+]1cccc(N=C([O-])c2ccccc2Cl)c1)c1ccccc1 | 4 | 0 | 0 | 94 | -70 | x | -8 | 100 | 9
C=CCn1c(=S)[nH]c2cc(C(=O)Nc3ccc(F)cc3)ccc2c1=O | 11 | -1 | 0 | 99 | 7 | -3 | 13 | 99 | 2
S=C(c1ccc(-c2ccc(Cl)cc2)o1)N1CCCCC1 | 0 | -4 | 4 | 105 | -5 | 1 | x | 97 | -12

Next section.
molecule | IDE cell inh | M18AAP inhibitor | MEKK2 mut-MEK5 | MEKK2 WT-MEK5 | p-CIP stab down | IDE cell activ | NALP1 yeast inh | MEKK3 PB1 HTS | UBC9 SUMO inh
Cc1ccc2nc(N3CCN(C)CC3)c(C#N)cc2c1 | -1 | 4 | 6 | 112 | -5 | -1 | 0 | 111 | 9
C=CCNc1nnc(Cc2ccc(F)cc2)c(=O)[nH]1 | 2 | -7 | -3 | 101 | -10 | 0 | 8 | 97 | x
Cc1c(N2C(=O)CSC2c2ccc([N+](=O)[O-])cc2)c(=O)n(-c2ccccc2)n1C (stereo unspecified) | 6 | -15 | 1 | 92 | -3 | 2 | 13 | 88 | 26
CCC(CO)(CO)N(CC(=O)Nc1ccc(OC)cc1)CC(=O)Nc1ccc(OC)cc1 | 7 | 2 | 10 | 108 | -3 | 1 | -11 | 106 | -16
O=C(COc1ccc(Cl)cc1)Nc1ccccc1Cl | -3 | 4 | 4 | 91 | 3 | 6 | 17 | 88 | 9
CC1(C)COC2(OC1)C(=O)N(CN1CCOCC1)c1ccccc12 | -3 | 5 | -1 | 102 | 1 | 3 | 10 | 100 | 5
CC1=C/C(=N\NC(=O)c2ccccc2)CC1 | -2 | 4 | -2 | 96 | -6 | 3 | 19 | 95 | 2
